SUMO HTRF inh – inhibitors of human SUMOylation (UBC9). P63279. HTRF SUMOylation assay, SAE1/SAE2 + UBC9, in vitro. inhibition, % at 35 µM. 290,000 tested, 0.36% active. AID 2006; in the data active means inhibition above about 50%, passing the limit was not always enough; further: strong numbers were not always called active
IDE cell inh – inhibits human insulin-degrading enzyme in HEK cells | P14735 | FAbetaB cleavage, fluorescence polarization | inhibition, % at 5.59 µM | 320,000 tested, 0.41% active | AID 434962;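 active means percent inhibition above the average of all tested compounds plus 3 SD, set per screening campaign, cut at about 16% in these data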;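 further: IDE supplied by intact live HEK cells; FP after avidin binding of uncleaved biotin substrate so inhibition keeps polarization high; 0% = DMSO wells and 100% = 60 µM reference IDE inhibitor Ii1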
pCIP destab – compounds decreasing mouse p/CIP protein stability. AID 1984. 290,000 tested, 0.01% active. Q05BA5. F442A p/CIP-EGFP cells, EGFP fluorescence, 16 h. decrease of EGFP signal, % at 10 µM;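 active means EGFP signal decrease of at least 30% at 10 µM or well 3 SD below plate mean, unless failing retest; inactive means the rest, including hits failing retest or dose response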; further: some compounds called inactive have numbers as strong as hits; many of its hits are not listed in these tables
Target sequence (Q05BA5 1-1403): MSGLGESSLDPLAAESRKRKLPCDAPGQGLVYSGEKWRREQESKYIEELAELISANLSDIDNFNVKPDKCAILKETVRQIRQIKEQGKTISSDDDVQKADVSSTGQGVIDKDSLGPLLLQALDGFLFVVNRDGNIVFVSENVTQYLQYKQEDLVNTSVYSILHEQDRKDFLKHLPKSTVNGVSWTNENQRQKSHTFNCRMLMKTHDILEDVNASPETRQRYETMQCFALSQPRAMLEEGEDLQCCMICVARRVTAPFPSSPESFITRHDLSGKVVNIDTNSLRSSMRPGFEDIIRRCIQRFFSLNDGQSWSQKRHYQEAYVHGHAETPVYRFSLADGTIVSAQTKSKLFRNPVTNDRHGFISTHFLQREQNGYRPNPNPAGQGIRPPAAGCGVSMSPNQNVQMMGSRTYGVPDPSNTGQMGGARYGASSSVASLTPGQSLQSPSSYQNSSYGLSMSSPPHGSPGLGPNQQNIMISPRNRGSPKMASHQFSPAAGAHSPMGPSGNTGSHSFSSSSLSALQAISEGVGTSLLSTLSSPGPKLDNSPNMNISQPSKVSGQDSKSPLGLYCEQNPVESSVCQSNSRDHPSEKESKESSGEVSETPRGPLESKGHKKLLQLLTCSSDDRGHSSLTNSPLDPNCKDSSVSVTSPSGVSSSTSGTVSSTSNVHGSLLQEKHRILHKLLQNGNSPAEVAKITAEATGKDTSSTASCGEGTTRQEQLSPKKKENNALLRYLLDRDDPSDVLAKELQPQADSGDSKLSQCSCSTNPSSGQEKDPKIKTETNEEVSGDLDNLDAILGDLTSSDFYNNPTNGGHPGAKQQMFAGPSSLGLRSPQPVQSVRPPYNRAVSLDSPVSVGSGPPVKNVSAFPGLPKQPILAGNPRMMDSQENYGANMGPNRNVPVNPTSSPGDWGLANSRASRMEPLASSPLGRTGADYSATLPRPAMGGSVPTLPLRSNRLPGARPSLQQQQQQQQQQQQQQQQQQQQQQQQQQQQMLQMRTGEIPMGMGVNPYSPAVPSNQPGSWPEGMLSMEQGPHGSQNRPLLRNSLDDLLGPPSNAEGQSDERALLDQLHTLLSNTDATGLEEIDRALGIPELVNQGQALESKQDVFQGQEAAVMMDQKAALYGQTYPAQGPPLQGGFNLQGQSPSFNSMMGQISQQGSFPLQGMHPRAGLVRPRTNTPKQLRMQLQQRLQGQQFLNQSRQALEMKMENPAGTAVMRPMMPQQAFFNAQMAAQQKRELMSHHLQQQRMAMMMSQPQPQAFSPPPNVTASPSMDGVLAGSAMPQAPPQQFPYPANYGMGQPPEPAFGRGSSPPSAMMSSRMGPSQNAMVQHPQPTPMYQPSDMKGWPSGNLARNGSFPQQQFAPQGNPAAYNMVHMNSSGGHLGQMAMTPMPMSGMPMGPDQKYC
NS3 helicase inh – inhibitors of Hepatitis C virus NS3 helicase; 290,000 tested, 0.56% active; NS3 helicase DNA unwinding, Cy5 molecular beacon fluorescence; inhibition, % at 10.9 µM;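 active means inhibition above the mean of all tested compounds plus 3 SD, set per campaign, cut at about 35% in these data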;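 further: 0% = DMSO wells and 100% = thioflavine S control wells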
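Assay system: hepatitis C virus NS3 helicase domain fragment enzyme. Also added: annealed dual-labelled DNA beacon duplex, ATP-started. Timing: 1 h reaction at 25 °C, ATP-initiated. Technique: Cy5 fluorescence at 0 and 60 min, beacon hairpin quenching. Evaluation: % inhibition of unwinding. Replication: one well per compound.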
IMP-1 inh – blocks Pseudomonas aeruginosa IMP-1 metallo-beta-lactamase. inhibition, % at 5.6 µM. AID 1556. 290,000 tested, 0.45% active. purified IMP-1, nitrocefin hydrolysis, epi-absorbance fluorescence;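 active means inhibition above the mean plus 3 SD of all compounds in the same screening run, cut at about 4.5% in these data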;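 further: 0% = IMP-1 with DMSO and 100% = DMSO wells lacking enzyme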
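Assay system: purified recombinant IMP-1 beta-lactamase. Input: IMP-1 0.2 nM before substrate addition. Buffer or medium: Zinc- and detergent-supplemented HEPES buffer, pH 7.1. Schedule: 25 °C, 15 min preincubation, 25 min reaction. Signal: Epi-absorbance fluorescence, 480 nm excitation, 530 nm emission. Evaluation: percent inhibition from optical density relative to buffer-blank wells.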
IDE act – IDE (human) activation, cell-based | activation, % at 5.96 µM | AID 493087 | 340,000 tested, 0.073% active | HEK cells, FAbeta-B cleavage, fluorescence polarization; 0% vehicle, 100% cell-free pure enzyme wells;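 active means activation above the mean of all tested compounds plus 3 SD, set per screening campaign, cut at about 17% in these data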
FID counter – displaces DNA intercalator in HCV helicase counter-screen | 290,000 tested, 0.17% active | inhibition, % at 7.9 µM | DNA fluorescent intercalator displacement, fluorescence | AID 1845; in the data active means inhibition above about 37%;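 further: 0% = vehicle and 100% = reference compound; higher means more ethidium bromide displaced from hairpin DNA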
VIM-2 inhibitor – inhibitors of Pseudomonas aeruginosa VIM-2 metallo-beta-lactamase; purified VIM-2, nitrocefin hydrolysis, epi-absorbance fluorescence; inhibition, % at 5.6 µM; 290,000 tested, 0.89% active; AID 1527;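 active means inhibition above the mean of all tested compounds plus 3 SD, cutoff set per screening run, cut at about 7.5% in these data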;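 further: red hydrolysis product quenches plate fluorescence so inhibitors raise well fluorescence; 0% = enzyme with DMSO and 100% = DMSO without enzyme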
PfM18AAP inh – PfM18AAP enzyme inhibition. recombinant PfM18AAP, H-Glu-NHMec fluorogenic cleavage. inhibition, % at 7.35 µM. 290,000 tested, 1.2% active. AID 1822;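 active means inhibition above the campaign mean inhibition over all tested compounds plus 3 SD, cut at about 28% in these data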;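 further: 0% = plate median of test compound wells and 100% = 2 mM ZnCl2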
Active calls of the source: *; · = no result given. Rows are unselected; 3.6% or so of the library scored in one or more.

SMILES	SUMO HTRF inh	IDE cell inh	pCIP destab	NS3 helicase inh	IMP-1 inh	IDE act	FID counter	VIM-2 inhibitor	PfM18AAP inh
Cc1ccc(S(=O)(=O)NC2(C(=O)O)CCCCC2)cc1	-10	7	-18	8	-3.3	4	-3	-2.9	-2
COc1ccc(CN=Cc2[nH]c3ccc(Br)c(Cl)c3c2O)cc1	6	1	8	22	-0.8	-3	-1	2.4	6
NC(=Nc1ccc(Br)cc1)c1ccccc1	6	4	7	1	-0.6	7	-3	0.4	1
O=C(CN1CCN(c2cccc(Cl)c2)CC1)N1CCCC1	9	1	4	-7	-4.9	3	-7	-2.3	6
CC(c1ccccc1)N1C(=O)c2ccc(C(=O)Nc3ccc(Br)cc3C(=O)O)cc2C1=O (stereo unspecified)	40	-1	-13	-12	0.6	5	28	1.1	-2
O=C(NNS(=O)(=O)c1ccc([N+](=O)[O-])cc1)C1CCCCC1	16	2	-18	10	-2.8	6	-3	-2.9	12
COc1ccc(C2=NN(C(=O)c3ccccc3C(=O)O)C(c3ccccc3O)C2)cc1 (stereo unspecified)	11	5	-10	14	-1.2	-3	-36	-1.4	7
O=C1Cc2ccccc2C(=O)N1c1ccccc1	26	6	-9	11	-2.4	-2	-4	-2.1	3
Cc1ccc2[nH]c(=O)c(CN(CC3CCCO3)C(=O)c3cccs3)cc2c1 (stereo unspecified)	26	-2	-17	-2	-1.8	7	-28	-3.5	-4
Nn1cnnc1N/N=C/c1cc(Br)cc(Br)c1O	-35	1	-2	-5	-2.2	7	1	-2.5	52*
C=CCSc1nc2nc(C)cc(C)n2n1	19	0	1	1	-3.8	5	-1	-3.2	-2
C/C(=N/NC(=O)c1ccc(Br)s1)c1ccncc1	6	8	5	-17	-2.7	2	-9	2.8	-4
COc1ccc(O)c(C=NCC(C)N=Cc2cc(OC)ccc2O)c1 (stereo unspecified)	13	-4	11	3	-3.3	7	-4	-3.9	-2
CCOC(=O)c1cnc(Nc2ccc(OCC)cc2)nc1C	4	-7	5	-7	-3.3	-1	-7	0.3	1
CC1(C)CC(=O)C2=C(C1)NC(Nc1nc3ccccc3o1)=NC21CCCC1	13	2	-13	-2	-0.5	8	0	-1.5	0
Cc1nn(Cc2noc(C(=O)NC3CCC(C)CC3)n2)c(C)c1Br (stereo unspecified)	-6	5	17	3	-1.4	4	-53	0.6	-3
Cc1ccc(S(=O)(=O)N[C@H](C(=O)N2CCC(C(=O)N[C@@H](CC(=O)O)C(=O)O)CC2)C(C)C)cc1	12	4	-5	-3	-1.8	2	0	-0.2	-4
CCCCCNCc1ccc(OCc2ccc(Cl)nc2)c(OC)c1	7	3	1	-7	-5.0	0	23	-2.9	2
COc1ccc(NC(=O)CSc2nnc(Cn3nnc4ccccc43)n2C)cc1	18	-2	-1	18	-1.1	-2	-7	0.4	-2
COc1ccc(/C=N/NC(=O)c2ccc(N3CCCC3=O)cc2)cc1	4	-4	-13	3	-1.4	4	-20	-3.3	-1
O=C(CSc1nnc(NC(=O)c2cccc(F)c2)s1)NCc1ccco1	15	-6	-3	0	-2.4	2	-6	33*	-1
COc1ccc(S(=O)(=O)N2CCC(C(=O)NC3CCCC3)CC2)cc1C	0	1	-17	-3	1.3	8	-28	-3.5	-2
CC(=O)C1=C(O)C(=O)N(Cc2ccccc2)C1c1ccco1 (stereo unspecified)	32	7	1	2	-1.6	3	-5	0.0	13
O=C(Nc1cccc(-c2cn3c(n2)SCC3)c1)c1ccc2c(c1)OCO2	0	3	-4	7	-2.4	1	-2	2.0	-4
CCn1c(SCC(=O)Nc2ccccc2OC)nnc1-c1cnccn1	5	5	-6	-2	0.1	2	-11	-1.8	3
Clc1cc2c(cc1/C=N/Nc1nc(N3CCOCC3)nc(N3CCOCC3)n1)OCO2	15	0	9	-7	-3.4	6	-33	-3.5	2
c1ccc(N2CCOCC2)c(Nc2nc3ccccc3n3cnnc23)c1	18	-1	-8	-3	-3.7	9	-6	-2.1	0
O=S(=O)(c1ccccc1)c1nc(-c2ccco2)oc1N1CCCCC1	8	-1	-4	3	-4.4	-1	-30	-4.3	3
Cc1c(Cc2ccccc2)c(=O)oc2cc(OCC(=O)NCC3CCC(C(=O)O)CC3)ccc12 (stereo unspecified)	10	-7	4	19	-5.7	3	-43	-2.5	5
Cc1cccc(OCC(=O)NC(=S)N2CCCc3ccccc32)c1	-9	0	-18	-5	-2.9	1	9	-0.8	-7
COc1ccc(NS(=O)(=O)c2cc(NC(=O)c3ccc(C)o3)ccc2N2CCCCC2)cc1	-12	-1	6	-18	1.1	-3	-8	-0.3	1
CCN(CC)CCC(=O)NN	19	-1	-6	11	-2.1	4	0	-3.9	3
CC12CCC(=O)N1c1c(sc3nc(N4CCOCC4)c4c(c13)CCCC4)C(=O)N2 (stereo unspecified)	13	-2	-4	11	-1.0	2	-32	3.2	19
O=C(Nc1nc2c(s1)CCCC2)c1cc(-c2ccc3c(c2)OCO3)nc2ccccc12	7	0	-18	-5	-3.4	·	-3	-0.8	-1
CCOC(=O)C1=C(C)NC(=O)NC1C (stereo unspecified)	0	2	-14	-3	-1.7	-4	6	-0.1	1
O=C(Nc1cccc(-c2nc3ccccc3[nH]2)c1)c1cccc(NC(=O)c2ccco2)c1	40	10	-9	-35	0.1	-10	4	-1.8	-1
Cc1ccc(Oc2nc3c(C)cccn3c(=O)c2/C=C(\C#N)C(N)=O)cc1	23	1	-3	1	-0.7	-5	-1	1.7	-1
Cc1cccc(OCC(=O)N2CCC(N3CCOCC3)CC2)c1	32	3	-7	2	-3.0	-2	6	-0.1	4
Cc1ccc2c(c1)S/C(=C/c1ccc[n+](C)c1)N2CCO	-6	6	-23	1	-0.7	0	1	-0.1	11
CSc1nc(N)c2c3c(sc2n1)CN(C)CC3	10	-2	0	-4	0.4	3	-2	7.3	14
O=C(NCc1cccnc1)NC1(C(F)(F)F)Oc2ccccc2O1	-8	-2	6	5	-2.1	2	-2	-4.4	55*
CN(CCC1CCOCC1)C(=O)CC1C(=O)NCCN1C/C=C/c1ccccc1 (stereo unspecified)	19	4	-16	-1	-2.6	3	-12	-2.1	2
Cc1cc(N2C(=O)Cc3ccccc3C2=O)ccc1C(C)C	7	2	10	5	-0.7	5	-6	-2.4	2
O=C(O)c1cccc2c(/C=N/Nc3ccccn3)c[nH]c12	14	-7	-6	4	-3.1	-1	-6	0.2	26
CCCc1cc(C(=O)NNC(=S)NC(C)c2ccccc2)cs1 (stereo unspecified)	-35	4	-8	-1	-2.8	-1	-18	-3.2	3
CC(=O)OC1CC(C)N(C(=O)c2ccccc2)c2ccc(C)cc21 (stereo unspecified)	23	-6	-6	-9	-2.6	2	-23	-2.4	-2
CCOc1cccc(CN2CCCC(CCC(=O)NCc3ccccc3F)C2)c1O (stereo unspecified)	9	3	-7	-13	-3.2	5	1	-2.0	2
CCNC(=O)COC(=O)c1ccc(NS(=O)(=O)c2ccc3c(c2)OCCO3)cc1	3	-1	-2	-5	-4.2	-4	-8	-1.8	-5
O=C(N/N=C1/CCS(=O)(=O)c2ccc(F)cc21)c1ccccn1	2	13	4	-2	-5.9	-2	-1	-4.8	2
CN1C(C(=O)NCc2ccco2)=CC(c2ccc(F)cc2)=NS1(=O)=O	11	0	2	12	0.6	7	-5	-1.3	1

(further entries)
SMILES	SUMO HTRF inh	IDE cell inh	pCIP destab	NS3 helicase inh	IMP-1 inh	IDE act	FID counter	VIM-2 inhibitor	PfM18AAP inh
Cc1noc(C)c1S(=O)(=O)Nc1c(C)n(C)n(-c2ccccc2)c1=O	-11	1	2	23	-2.6	3	-6	-1.5	4
C=CCn1c(=O)c2ccccc2n2c(SCc3cc(=O)n4ccsc4n3)nnc12	13	2	3	1	-3.0	1	-5	-1.0	5
CC(c1ccccc1)N1CNc2c(c(=O)n(C)c(=O)n2C)C1 (stereo unspecified)	3	-3	-10	-8	-1.1	-3	2	-3.0	4
CN1C(=O)c2ccc(NC(=O)C3CC3)cc2C1=O	46	3	6	-2	-2.0	2	-4	-1.4	-1
COc1ccc(-c2noc(-c3ccc(Br)o3)n2)cc1OC	-8	0	-5	7	-1.8	-1	2	-1.1	-1
COc1ccc(Cl)cc1NC(=O)NC(C)C	11	-4	-1	-5	-0.4	-1	1	0.4	-2
OC(COc1cccc2ccccc12)CN1CCN(c2ccccn2)CC1 (stereo unspecified)	-5	7	-13	-20	-2.8	-2	-2	-4.2	3
COc1ccc(C(=O)N(CN2CCCC2=O)c2nccs2)cc1OC	29	3	-11	0	-3.5	3	-11	-1.8	-1
CC(C)C(OC(=O)c1oc2ccccc2c1CSC1CCCCC1)C(=O)NC(N)=O (stereo unspecified)	-5	-2	22	-12	-1.8	·	-1	-1.9	0

By substructure, the compounds so far containing an aryl methoxy group (twelve)
SMILES	SUMO HTRF inh	IDE cell inh	pCIP destab	NS3 helicase inh	IMP-1 inh	IDE act	FID counter	VIM-2 inhibitor	PfM18AAP inh
COc1ccc(CN=Cc2[nH]c3ccc(Br)c(Cl)c3c2O)cc1	6	1	8	22	-0.8	-3	-1	2.4	6
COc1ccc(C2=NN(C(=O)c3ccccc3C(=O)O)C(c3ccccc3O)C2)cc1 (stereo unspecified)	11	5	-10	14	-1.2	-3	-36	-1.4	7
COc1ccc(O)c(C=NCC(C)N=Cc2cc(OC)ccc2O)c1 (stereo unspecified)	13	-4	11	3	-3.3	7	-4	-3.9	-2
CCCCCNCc1ccc(OCc2ccc(Cl)nc2)c(OC)c1	7	3	1	-7	-5.0	0	23	-2.9	2
COc1ccc(NC(=O)CSc2nnc(Cn3nnc4ccccc43)n2C)cc1	18	-2	-1	18	-1.1	-2	-7	0.4	-2
COc1ccc(/C=N/NC(=O)c2ccc(N3CCCC3=O)cc2)cc1	4	-4	-13	3	-1.4	4	-20	-3.3	-1
COc1ccc(S(=O)(=O)N2CCC(C(=O)NC3CCCC3)CC2)cc1C	0	1	-17	-3	1.3	8	-28	-3.5	-2
CCn1c(SCC(=O)Nc2ccccc2OC)nnc1-c1cnccn1	5	5	-6	-2	0.1	2	-11	-1.8	3
COc1ccc(NS(=O)(=O)c2cc(NC(=O)c3ccc(C)o3)ccc2N2CCCCC2)cc1	-12	-1	6	-18	1.1	-3	-8	-0.3	1
COc1ccc(-c2noc(-c3ccc(Br)o3)n2)cc1OC	-8	0	-5	7	-1.8	-1	2	-1.1	-1
COc1ccc(Cl)cc1NC(=O)NC(C)C	11	-4	-1	-5	-0.4	-1	1	0.4	-2
COc1ccc(C(=O)N(CN2CCCC2=O)c2nccs2)cc1OC	29	3	-11	0	-3.5	3	-11	-1.8	-1

For convenience, 2 of the compounds above:
SMILES	SUMO HTRF inh	IDE cell inh	pCIP destab	NS3 helicase inh	IMP-1 inh	IDE act	FID counter	VIM-2 inhibitor	PfM18AAP inh
Cc1noc(C)c1S(=O)(=O)Nc1c(C)n(C)n(-c2ccccc2)c1=O	-11	1	2	23	-2.6	3	-6	-1.5	4
C=CCn1c(=O)c2ccccc2n2c(SCc3cc(=O)n4ccsc4n3)nnc12	13	2	3	1	-3.0	1	-5	-1.0	5
